RGS4 block: human RGS4 inhibition | P49798 | HEK293 M3R/RGS4 inducible, Fluo-4 calcium flux; stronger effect = higher value; triggered by carbachol at its EC20 | B-score at 10 µM | actives 0.45% (n = 310,000);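 active means B-score, a plate-corrected calcium signal, over three deviations above library mean, with baseline fluorescence within five deviations of library mean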;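 further: RGS4 expression induced by doxycycline in cells with stable M3 receptor; B-score is computed from the integrated fluorescence ratio over baseline after carbachol; higher B-score means a larger calcium signal and so more RGS4 inhibition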
Target sequence (P49798 whole entry, looked up): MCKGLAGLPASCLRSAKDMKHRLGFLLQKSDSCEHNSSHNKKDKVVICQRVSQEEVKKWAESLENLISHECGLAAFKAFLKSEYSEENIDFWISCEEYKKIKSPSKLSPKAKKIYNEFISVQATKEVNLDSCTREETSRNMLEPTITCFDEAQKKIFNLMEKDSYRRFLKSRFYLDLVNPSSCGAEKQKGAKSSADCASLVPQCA
HDAC3 inhib: inhibitors of human histone deacetylase 3 | O15379 | recombinant HDAC3, fluorogenic peptide/trypsin coupled, fluorescence | inhibition, % at 8.3 µM | actives 0.15% (n = 320,000); in the data active means inhibition above about 26%, passing the limit was not always enough
Target sequence (O15379 whole entry, looked up): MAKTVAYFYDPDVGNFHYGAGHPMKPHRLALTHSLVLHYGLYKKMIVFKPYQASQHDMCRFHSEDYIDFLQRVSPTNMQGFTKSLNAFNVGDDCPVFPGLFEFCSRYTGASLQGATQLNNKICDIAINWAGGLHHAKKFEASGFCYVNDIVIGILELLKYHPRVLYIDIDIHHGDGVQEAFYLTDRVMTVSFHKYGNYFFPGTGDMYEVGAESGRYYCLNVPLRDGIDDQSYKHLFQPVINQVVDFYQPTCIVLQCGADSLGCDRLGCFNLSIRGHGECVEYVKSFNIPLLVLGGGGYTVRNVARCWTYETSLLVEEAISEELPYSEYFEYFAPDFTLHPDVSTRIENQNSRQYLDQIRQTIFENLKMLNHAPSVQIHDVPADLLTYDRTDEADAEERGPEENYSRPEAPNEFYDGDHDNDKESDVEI
MrgX1 PAM: human MrgX1 positive allosteric modulation, primary screen. AID 588675. actives 0.63% (n = 310,000). B-score at 10 µM. MrgX1-HEK293, Fluo-4 calcium flux, FDSS; stronger effect = higher value. Q96LB2;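 active means plate-corrected calcium response at least 3 library SD above typical, normal starting fluorescence, not activating the receptor alone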;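 further: compound read alongside a low EC10 to EC30 dose of BAM8-22 agonist; peak minus trough fluorescence over baseline measured at the second addition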
Target sequence (Q96LB2 whole entry, looked up): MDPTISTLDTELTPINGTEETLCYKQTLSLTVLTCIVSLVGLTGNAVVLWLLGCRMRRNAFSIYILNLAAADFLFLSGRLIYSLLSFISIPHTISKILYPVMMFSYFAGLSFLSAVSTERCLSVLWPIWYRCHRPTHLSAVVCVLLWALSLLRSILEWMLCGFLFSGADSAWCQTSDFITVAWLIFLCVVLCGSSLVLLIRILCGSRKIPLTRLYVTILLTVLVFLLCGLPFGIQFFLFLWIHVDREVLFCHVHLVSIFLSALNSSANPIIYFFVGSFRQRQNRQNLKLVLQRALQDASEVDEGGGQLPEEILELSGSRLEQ
SKKanGAS inh: blocks kanamycin growth of S. pyogenes SKKanGAS strain; BacTiter-Glo, 6 h; inhibition, % at 7.5 µM; actives 1.3% (n = 300,000); AID 1662;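 active means mean replicate score, as percent of positive control median, at least 50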;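 further: strain carries kanamycin resistance gene driven by streptokinase promoter and grows in 40 µg/ml kanamycin; loss of luminescence reflects streptokinase promoter inhibition or plain growth inhibition; 0% = median of DMSO wells and 100% = positive control at its reference dose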
TMEM16A act: mouse TMEM16A channel activation, primary screen | HEK293 TMEM16A/YFP-H148Q/I152L, iodide quench fluorescence; stronger effect = lower value | B-score at 10 µM | actives 0.3% (n = 340,000) | AID 623877;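 active means fluorescence-ratio B-score plate-corrected deviation score at least 3 library SD below zero, with starting fluorescence score within 5 deviations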;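 further: channel opened by trigger with iodide after compound preincubation; score built on the fluorescence ratio of max minus min over baseline; more negative score means more quench and so TMEM16A activation or potentiation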
TRPC6 activator: mouse TRPC6 channel activation; HEK293-TRPC6 membrane potential dye fluorescence; stronger effect = higher value; actives 0.13% (n = 310,000); Q61143; B-score at 10 µM;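 active means B-score of the integrated fluorescence ratio above library mean plus 3 SD, and starting fluorescence ratio within library mean plus 5 SD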;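 further: higher score means more depolarization so channel activation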
MrgX1 antag: antagonists of human MrgX1 receptor; AID 588676; B-score at 10 µM; actives 1.3% (n = 310,000); MRGX1-HEK293 calcium flux, Fluo-4, BAM8-22 antagonism; stronger effect = lower value;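 active means calcium-response B-score plate-corrected more than 3 library SD below zero, starting fluorescence within 5 deviations, no agonist response on first addition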;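 further: peak minus trough fluorescence over baseline after final BAM8-22 challenge near maximal dose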
ANO1 block: blocks the mouse calcium-activated chloride channel TMEM16A | Q8BHY3 | HEK293 TMEM16A/YFP iodide influx fluorescence, ionomycin | normalized B-score (activity score, 25-100; higher = stronger inhibition) at 10 µM | actives 1.2% (n = 310,000) | AID 588511;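 active means ratio plate-corrected score three or more library SD toward inhibition, starting fluorescence score within five deviations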;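 further: score derived from kinetic fluorescence span divided by baseline fluorescence per well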
MrgX1 agonist: activates human MrgX1 receptor signaling | actives 0.44% (n = 310,000) | MrgX1-HEK293 cells, Fluo-4 calcium fluorescence, agonist mode; stronger effect = higher value | Q96LB2 | B-score at 10 µM | AID 588627;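 active means calcium response B-score plate-corrected fluorescence ratio at least 3 library SD, with starting fluorescence B-score inside 5 SD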
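Material: HEK293 cells stably expressing human MrgX1 receptor | Quantity: 15,000 cells per well | Times: Cells plated overnight, dye loaded 0.5 h 37 °C, 0.5 h room temperature | Measured by: Kinetic Fluo-4 NW fluorescence of intracellular calcium | Control set: Positive and negative controls per plate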
TRPC6 inhibitor: mouse TRPC6 channel inhibition. HEK293-TRPC6, membrane potential dye, ACh-evoked depolarization; stronger effect = lower value. B-score at 10 µM. actives 1.1% (n = 310,000). AID 2553;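 active means B-score under library mean minus 3 SD, initial fluorescence not abnormally high, positive integrated signal ratio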;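 further: B-score derived from integrated fluorescence ratio over the kinetic read; more negative B-score means stronger inhibition of depolarization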
RGS4 act: potentiators or activators of RGS4; HEK293 M3R/inducible RGS4, carbachol calcium flux Fluo4; stronger effect = lower value; B-score at 10 µM; actives 0.92% (n = 310,000); AID 463111;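 active means B-score of the integrated calcium signal more than 4 SD below the library mean, with starting fluorescence not abnormally high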;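 further: negative B-score means reduced calcium response which marks RGS4 activation or potentiation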
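System: HEK293 FlpIn-TREx cells, stable M3R, doxycycline-inducible RGS4. Timing: overnight RGS4 induction, 30 min dye load 37 °C, 20 min compound RT. Also added: carbachol, ECmax concentration. Measured by: Fluo4 fluorescence kinetic imaging of calcium. Evaluation: integrated calcium ratio converted to B score.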
* hit, by the source's call; i = inactive; x = no result given.

SMILES	RGS4 block	HDAC3 inhib	MrgX1 PAM	SKKanGAS inh	TMEM16A act	TRPC6 activator	MrgX1 antag	ANO1 block	MrgX1 agonist	TRPC6 inhibitor	RGS4 act
N#CC1=C(N)C(C#N)(C#N)C2(CCC3(CC2)OCCO3)C2CC3(CC=C12)OCCO3 (stereo unspecified)	i	-6	i	-11	i	i	i	i	i	i	i
COc1ccc(-n2cc(CNCc3cnc4ccccn34)c(-c3cccc(F)c3)n2)cc1	i	-7	i	-11	i	i	i	i	i	i	i
CC(C)CC[n+]1ccn(C2=C([O-])c3ccccc3C(=O)/C2=N\S(=O)(=O)c2ccccc2)c1	i	-2	i	63*	i	i	i	i	i	i	i
Nc1c(Sc2ccccc2)c(=O)[nH]c(=O)n1Cc1ccccc1	i	2	i	3	i	i	i	i	i	i	i
CCN1CCN(CCNC(=O)Nc2ccc([N+](=O)[O-])cc2)CC1	i	3	i	6	i	i	i	i	i	i	i
COc1cc(/C=C2\SC(N3CCC(C)CC3)=NC2=O)ccc1O	i	3	i	3	i	i	i	i	i	i	i
O=C(Nc1ccc([N+](=O)[O-])cc1)Nn1cnnc1	i	5	i	-2	i	i	i	i	i	i	i
COCC(=O)NNC(=O)Cc1ccc(Cl)cc1	i	1	i	2	i	i	i	i	i	i	i
Nc1ccc(-n2nc(C(F)(F)F)cc2C(F)(F)F)cc1	i	1	i	4	i	i	i	i	i	i	i
COC(=O)c1sc(-c2cccs2)cc1N	i	-1	i	-3	i	i	i	i	i	i	i
CC(=O)NC(Cc1cc(C)ccc1C)C(=O)N1CCN(C(=O)c2ccc([N+](=O)[O-])cc2)CC1 (stereo unspecified)	i	-1	i	3	i	i	i	i	i	i	i
O=C(CCc1ccccc1)NNC(=O)Cc1ccc(Cl)cc1	i	-2	i	0	i	i	i	i	i	i	i
CCOC(=O)CC(=O)CSc1nc2nc(C)cc(C)n2n1	i	11	i	-6	i	i	i	i	i	i	i
Cn1cccc1/C=C1\SC(=S)N(NC(=O)c2ccccc2Cl)C1=O	x	5	i	x	i	x	i	i	i	x	x
O=C1NC2(CCCCC2)N=C1c1ccc(Br)cc1	i	11	i	1	i	i	i	i	i	i	i
CCOc1ccc(NC(=S)N(CCc2c(C)[nH]c3ccc(C)cc23)Cc2ccco2)cc1	i	10	i	13	i	i	i	i	i	i	i
Cc1cccc(NS(=O)(=O)c2ccc(C(C)(C)C)cc2)n1	i	-26	i	-1	i	i	i	i	i	i	i
O=C(O)C1CC1C(=O)N1CCN(c2ccc(Cl)c(Cl)c2)CC1 (stereo unspecified)	i	-7	i	-2	i	i	i	i	i	i	i
Cc1ccc(NS(=O)(=O)c2ccc(C(=O)N3CCN(c4ncccn4)CC3)cc2)cc1	i	5	i	-3	i	i	-5.4*	25*	i	i	i
Cc1ccc(C(=O)N/C(=C\c2cccs2)C(=O)NCCc2c[nH]c3ccccc23)cc1	i	5	i	10	i	i	i	i	i	i	i
CCOc1ccc(OCCN2C(=O)c3ccccc3C2=O)cc1	i	-3	i	-3	i	i	i	i	i	i	i
CCOC(=O)CNC(=O)CN1C(=O)CCS(=O)(=O)c2ccccc21	i	1	i	0	i	i	i	i	i	i	i
Cc1ccc(OC(=O)COc2ccccc2)c(-n2nc3ccccc3n2)c1	i	3	i	10	i	i	i	i	i	i	i
CCOC(=O)C(C)n1cnc2c1c(=O)[nH]c(=O)n2C (stereo unspecified)	i	-2	i	-7	i	i	i	i	i	i	i
O=C(CCc1nc2ccccc2c(=O)[nH]1)Nc1nnc(SCc2ccc(F)cc2)s1	i	3	i	-2	i	i	i	i	i	i	i
(cont.)
SMILES	RGS4 block	HDAC3 inhib	MrgX1 PAM	SKKanGAS inh	TMEM16A act	TRPC6 activator	MrgX1 antag	ANO1 block	MrgX1 agonist	TRPC6 inhibitor	RGS4 act
S=c1[nH]ccn1-c1cccc(Cl)c1	i	-5	i	2	i	i	i	i	i	i	i
O=C(COC(=O)c1ccc2c(c1[N+](=O)[O-])C(=O)c1ccccc1C2=O)NC1CC1	i	2	i	x	i	i	i	i	i	i	i
Cn1c(=O)c2c(ncn2CC(=O)NC(C)(C)C)n(C)c1=O	i	0	i	-7	i	i	i	i	i	i	i
CCCn1c(=O)c(C(=O)Nc2ccccc2C(=O)OCC)c(O)c2ccccc21	i	-4	i	-23	i	i	i	i	i	i	i
Cc1nn(CC(=O)N2CCN(c3ccccc3)CC2)c(=O)c2cccn12	i	-3	i	-4	i	i	i	i	i	i	i
COc1ccccc1-c1nnc(SCC(=O)Nc2cc(C)on2)o1	i	-1	i	3	i	i	i	i	i	i	i
CC(C)(C)NC[C@H](O)COc1cccc2c1CCCC2=O	x	-4	i	x	i	x	i	i	i	x	x
Nc1[nH]c(=O)[nH]c(=O)c1N=Nc1ccccc1Cl	i	3	i	2	i	i	i	i	i	i	i
CCN(CCn1cccn1)Cc1cn[nH]c1-c1cccc2ccccc12	i	-2	i	-6	-6.2*	i	i	i	i	i	i
O=C(CCCOc1ccccc1)NCc1ccco1	i	-2	i	3	i	i	i	i	i	i	i
O=S(=O)(Nc1ccc2ccccc2n1)c1ccccc1Cl	i	-1	i	-7	i	i	i	i	i	i	i
CCN(C(=O)COC(=O)CNC(=O)c1ccc(C)s1)c1ccccc1	i	0	i	0	i	i	i	i	i	i	i
CCOC(=O)Cc1csc(NC(=O)COc2ccccc2)n1	i	7	i	x	i	i	i	i	i	i	i
CC1CCN(c2c(NCC3CCC(C(=O)NCc4ccc(F)cc4)CC3)c(=O)c2=O)CC1 (stereo unspecified)	i	6	i	-3	i	i	i	i	i	i	i
O=C(CSc1nc2c(c(=O)[nH]1)CN(Cc1ccc(F)cc1)CC2)Nc1ccc(F)cc1	i	5	i	12	i	i	i	i	i	i	i
CCCN(C(=O)CSCc1ccccc1C)c1c(N)n(Cc2ccccc2)c(=O)[nH]c1=O	i	-5	i	-16	i	i	-7.2*	i	i	i	i
CN1C2CCC1/C(=C\c1ccccc1)C(=O)/C2=C\c1ccccc1	i	2	12*	12	i	i	i	i	i	i	i
O=C(CC(=O)Nc1ccccc1[N+](=O)[O-])Nc1ccccc1[N+](=O)[O-]	i	8	i	8	i	i	i	i	i	i	i
Cc1ccc(OC(=O)CCNC(=O)c2ccccc2Cl)c(Br)c1	i	-3	i	0	i	i	i	i	i	i	i
COc1ccc(C2=NOC(C(=O)Nc3ccc4c(c3)OCCO4)C2)cc1OC (stereo unspecified)	i	7	i	-1	i	i	i	i	i	i	i
CCOC(=O)NN1C(=O)c2ccccc2NC12CCCC2	i	-26	i	7	i	i	i	i	i	i	i
CCc1nnc(NC(=O)CSc2nnc(COc3cccc(C)c3)o2)s1	i	1	i	-10	i	i	i	i	i	i	i
COC(=O)[C@@H](NC(=O)NCc1ccc(F)cc1)C(C)C	i	-1	i	-2	i	i	i	i	i	i	i
CN(C)C(=O)NC1C=CS(=O)(=O)C1 (stereo unspecified)	x	-8	i	x	i	x	i	i	i	x	x
O=C(Cn1c(=S)nc2ccccn21)N1CCc2ccccc2C1	i	-7	i	6	i	i	i	i	i	i	i

Reprinted from the part before: three entries, followed by the next part.
SMILES	RGS4 block	HDAC3 inhib	MrgX1 PAM	SKKanGAS inh	TMEM16A act	TRPC6 activator	MrgX1 antag	ANO1 block	MrgX1 agonist	TRPC6 inhibitor	RGS4 act
COC(=O)[C@@H](NC(=O)NCc1ccc(F)cc1)C(C)C	i	-1	i	-2	i	i	i	i	i	i	i
CN(C)C(=O)NC1C=CS(=O)(=O)C1 (stereo unspecified)	x	-8	i	x	i	x	i	i	i	x	x
O=C(Cn1c(=S)nc2ccccn21)N1CCc2ccccc2C1	i	-7	i	6	i	i	i	i	i	i	i
Cc1ccc(C(=O)COC(=O)c2cccs2)cc1	i	1	i	6	i	i	i	i	i	i	i
COc1ccc(C(=O)C2CCCN(Cc3c(C)[nH]c4ccccc34)C2)c(OC)c1 (stereo unspecified)	i	1	i	-13	x	i	i	i	i	-5*	i
COc1ccc(OCC(=O)N2CCN(C(=O)Cc3ccccc3)CC2)cc1	i	-3	i	-15	i	i	i	i	i	i	i
CCC(C)c1ccc(NC(=O)NCc2cccnc2)cc1 (stereo unspecified)	i	-5	i	13	i	i	i	i	i	i	i
O=C(/C=C/c1c(Cl)cccc1Cl)Nc1ccncc1	i	8	i	-7	i	i	i	i	i	i	i
CCOC(=O)C1CCN(C(=O)c2cc3cc(Br)ccc3oc2=O)CC1	i	1	i	0	i	i	i	i	i	i	i
Cc1ccccc1CSc1ccc(-c2ccc3c(c2)OCO3)nn1	i	1	i	-9	i	i	i	i	i	i	i
Cn1c(SCC(=O)Nc2ccc(Cl)cc2)nnc1C1CC1	i	-9	i	-1	i	i	i	i	i	i	i
COc1ccc(C)cc1NC(=O)COC(=O)C1CCN(C(=O)c2ccc(Cl)cc2)CC1	i	-4	i	-4	i	i	i	i	i	i	i
CC(=O)c1ccc(N2CCN(C(=O)COc3ccc4c(c3)CCC4)CC2)cc1	i	8	i	-4	i	i	i	i	i	i	i
O=C(Nc1ccc(Cl)cc1)Nc1nnc(CSc2ccc(Cl)cc2)s1	i	5	i	-12	i	i	i	i	i	i	i
Cc1oc(CC(C)C)c(CN)c1C(=O)O	i	-2	i	-8	i	i	-4.6*	i	i	i	i
O=C(O)c1cccc(NC(=O)c2cn(-c3ccccc3)nc2-c2ccc(F)cc2)c1	i	2	i	9	i	i	i	i	i	i	i
Cc1cc(C)nc(SCc2cn3c(C)cc(C)nc3n2)n1	i	-29	i	1	i	i	i	i	i	i	i
CC(=O)N1CCCC(C(=O)c2ccc(Oc3ccccc3)cc2)C1 (stereo unspecified)	i	-4	i	-13	i	i	i	i	i	i	i
COc1ccc(Br)cc1S(=O)(=O)N1CCN=C1C	i	-3	i	-1	i	i	i	i	i	i	i
Cc1ccc(S(=O)(=O)C2(C(=O)NC3CCCC3)CC2)cc1	i	-8	i	8	i	i	i	i	i	i	i
NC(=S)N=Nc1c(O)[nH]c2ccc(F)cc12	i	-2	i	-3	i	i	i	i	i	i	i
Cc1ccc(S(=O)(=O)N2CCN(S(=O)(=O)N3CCOCC3)CC2)cc1C	i	-1	i	4	i	i	i	i	i	i	i

Bioassay records (PubChem BioAssay)
